Pf growth 48h – Primary qHTS for delayed death inhibitors of the malarial parasite plastid, 48 hour incubation. Potency, µM (highest dose often 28.7 µM), for the others: top-dose activity change, negative = inhibition, most hits filed as inhibitors. 310,000 tested, 5.9% active. AID 504832, 2011. P. falciparum luciferase growth in erythrocytes, 48 h; further: potency means the concentration at half of the fitted maximal effect; on the % scale 0 is the no-effect control and ±100 the full control effect
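Parasite viability was followed by luminescence of a genomically integrated firefly luciferase. Cultures held 0.1% parasitemia at 2% hematocrit (final), incubated under 5% CO2 at 37 C.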
HCV inh – qHTS Assay for Inhibitors of Hepatitis C Virus (HCV) | Potency, µM (titrated, usually from 41.8 µM), without a hit: top-dose activity change, negative = inhibition, actives largely listed as inhibitors | Huh7.5.1 HCVcc-Cre infection, luciferase reporter, 44 h | 340,000 tested, 3.4% active; further: potency means the concentration at half of the fitted maximal effect; on the % scale 0 is the no-effect control and ±100 the full control effect
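A cell-based infection assay in which seeded cells (1,000 per well) receive test compound after 4 h, are inoculated with HCVcc-Cre at approximately 0.5 moi, and are incubated 44 h before luminescence detection.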
Pf growth 96h – Primary qHTS for delayed death inhibitors of the malarial parasite plastid, 96 hour incubation. P. falciparum luciferase reporter growth, 96 h. Potency, µM (series often up to 28.7 µM), inactives show top-dose activity change, negative = inhibition, most hits filed as inhibitors. 320,000 tested, 6.9% active; further: potency means the concentration at half of the fitted maximal effect; on the % scale 0 is the no-effect control and ±100 the full control effect
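96 h incubation, 37 C, 5% CO2, of luciferase-reporter P. falciparum-infected RBCs (2% hematocrit, 0.05% parasitemia final) with test compounds; endpoint luminescence.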
Shiga inhibitor – A qHTS for Small Molecule Inhibitors of Shiga Toxin | Vero cells, Shiga toxin protein synthesis inhibition reporter | inhibition, % at 38.7 µM | 290,000 tested, 9.2% active | AID 2315, 2010; in the data active means inhibition mostly above about 28%, no sharp cut-off; inactive means mostly below about 43%; further: 0% is about no effect
LmPK inh – qHTS Assay for Inhibitors of Leishmania Mexicana Pyruvate Kinase (LmPK); purified LmPK, Kinase-Glo ATP luminescence, 1 h; Potency, µM (series often up to 57.5 µM), for the others: at the highest dose activity change, negative = inhibition, hits mostly inhibitors; 290,000 tested, 0.37% active; further: potency means the concentration at half of the fitted maximal effect; on the % scale 0 is the no-effect control and ±100 the full control effect
Target sequence (Q27686 whole entry, looked up): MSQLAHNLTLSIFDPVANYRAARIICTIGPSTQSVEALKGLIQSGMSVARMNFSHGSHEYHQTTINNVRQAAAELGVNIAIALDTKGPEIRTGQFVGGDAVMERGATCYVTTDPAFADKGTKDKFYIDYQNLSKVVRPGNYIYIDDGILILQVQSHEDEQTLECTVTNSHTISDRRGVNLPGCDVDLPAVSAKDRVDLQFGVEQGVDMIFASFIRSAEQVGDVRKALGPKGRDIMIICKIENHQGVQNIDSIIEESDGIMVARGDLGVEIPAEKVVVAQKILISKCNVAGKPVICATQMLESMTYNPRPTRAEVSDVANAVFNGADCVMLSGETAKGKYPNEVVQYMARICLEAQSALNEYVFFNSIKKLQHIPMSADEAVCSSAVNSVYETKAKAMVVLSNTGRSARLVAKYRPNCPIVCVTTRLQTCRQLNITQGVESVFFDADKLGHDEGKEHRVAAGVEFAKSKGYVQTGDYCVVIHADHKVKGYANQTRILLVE
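Pyruvate kinase activity monitored as ATP production (luciferase luminescence). Conditions: 0.1 nM enzyme, 0.5 mM PEP, 0.1 mM ADP, 1 h, RT; normalized against uninhibited and no-enzyme wells.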
Tb PYK inh – qHTS of Trypanosoma Brucei Inhibitors. TbPYK enzyme, Kinase-Glo Plus ATP luminescence, 45 min. Potency, µM (highest dose often 76.8 µM), for the others: at the top dose activity, negative = inhibition, hits mostly inhibitors. 410,000 tested, 0.12% active; further: potency means the concentration at half of the fitted maximal effect; on the % scale 0 is the no-effect control and ±100 the full control effect; nearly all actives have a fitted effect of over 50% in size
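T. brucei PYK with substrate was exposed to pin-transferred compounds across a concentration series, then started with 130 uM ADP (final). After 45 min at room temperature, Kinase-Glo Plus luminescence was read, normalized and curve-fitted.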
Cycloheximide cs – Cycloheximide Counterscreen for Small Molecule Inhibitors of Shiga Toxin; cell reporter, cycloheximide protein synthesis inhibition counterscreen; 300,000 tested, 12% active; max response, %; in the data active means max response mostly above about 13%, no sharp cut-off; inactive means mostly below about 14%; further: read at 38.3 µM for the half of the compounds with a filed dose; 0% is about no effect
The depositor's hits bear a star; ? = inconclusive; nt = no result given; & = joins results of further samples; [ ] = dose if it differs, or a comment. Unless noted, the call rests on the fitted dose curve; in most records, active means well fitted curve in the direction sought with a large enough effect; inconclusive means small, poorly fitted or top-dose-only effect, or another doubt; inactive means no such curve, though single readings can be large; an effect the other way counts as inactive or inconclusive.

1. O=C(NCCN1CCOCC1)C(=O)NCC1OCCN1C(=O)c1ccc(Cl)cc1 (stereo unspecified)
2. CC(=O)CCc1oc2ccc(C)cc2c1-c1ccccc1
3. CCOCCCNC(=O)c1ccc(Br)cc1
4. Cc1ccc(S(=O)(=O)NCCCNS(=O)(=O)c2ccccc2[N+](=O)[O-])cc1
5. COc1ccc2c(C(=O)c3ccc(Cl)cc3)n(CCCC(N)=O)[n+]([O-])c2c1
6. CCOC(=O)c1c(C(C#N)C#N)cc(C)nc1C
7. COc1ccc(/C=N/NC(=O)c2ccc(Br)o2)cc1Cn1cc([N+](=O)[O-])cn1
8. CCn1cc(Br)c(C(=O)N(C)Cc2ccccc2)n1
Screen / compound no.,1,2,3,4,5,6,7,8
Pf growth 48h,12%,-9%,46%[activator],-18%,9.3µM*,6%,26%,-3%
HCV inh,-17%[8.37 µM],-12%,8%,-3%,10%,-7%,?,5%
Pf growth 96h,-10%,2%,106%[activator],-1%,?,-2%,-22%,13%
Shiga inhibitor,-17,22,57,nt,nt,-6,77*,-10
LmPK inh,-4%,-3%,1%,-5%,nt,-4%,3%,-4%
Tb PYK inh,6%,-8%,9%,6%,0%,-5%,-6%,-3%
Cycloheximide cs,-3,-3,26*,1,nt,1,39*,1

9. C#CCOCCOCCOCCNc1nc(N2CCN(C(=O)[C@H](CCC(=O)O)n3cc(C(N)Cc4ccc(O)cc4)nn3)CC2)nc(N2CCN(C(=O)[C@H](Cc3cc4ccccc4[nH]3)n3cc(C(N)CC(C)C)nn3)CC2)n1 (stereo partly specified)
10. O=C(Nc1ccc(S(=O)(=O)N2CCCCC2)cc1)c1ccco1
11. O=C1NC(=O)N(c2ccccc2F)C(=O)/C1=C/c1ccc(Sc2nc3ccccc3[nH]2)o1
12. COc1ccccc1CCC(=O)Nc1nccs1
13. CCCCSc1nc(C)cc(C)c1S(=O)(=O)c1ccccc1C
14. COc1cccc(CNC(=O)C2CCN(c3nn4c(=O)cc(C)nc4s3)CC2)c1
15. Cn1cc(CN2CCN(Cc3cccnc3)CC2)c(-c2ccc3c(c2)OCCO3)n1
16. Cc1cccc(OCc2nc(C#N)c(N3CCCC3)o2)c1
Screen / compound no.,9,10,11,12,13,14,15,16
Pf growth 48h,24%,?,0%,nt,?,?,-14%,12%
HCV inh,nt,11%,14%&4%,?,-6%,2%,14%,?
Pf growth 96h,4%,-8%,84%[activator],1%,10µM*,?,?,?
Shiga inhibitor,-12,1,-5,32,-10,-4,-4,-2
LmPK inh,13%,-1%,-25%,-1%,1%,0%,3%,3%
Tb PYK inh,nt,3%,?,-15%,3%,0%&4%,4%,1%
Cycloheximide cs,-3,1,-2,14*,-2,7,9,2

17. N#C/C(=C\c1cccc([N+](=O)[O-])c1)C(=O)Nc1cccnc1
18. COc1c(C)cc(C(=O)C2CCCN(C(=O)/C=C/c3ccccn3)C2)cc1C (stereo unspecified)
19. CCOc1cc(CNc2ccc(N3CCCC3)cc2)cc(Cl)c1OC
20. CC(=O)c1cc2c(cc1NC(=O)CN1CCN(c3ccc(F)cc3)CC1)OCO2
21. COc1ccc(-c2[nH]ncc2CN2C[C@@H]3CCC[C@H]2C3)c(F)c1
22. Cc1ccc(-n2nnnc2SCc2nnc(-c3ccccc3Br)o2)c(C)c1
23. N#Cc1c(SCC(=O)Nc2nc3ccccc3s2)sc2c(O)cc(=O)[nH]c12
24. CCOc1ccc(C(=O)Nc2ccncc2)cc1
Screen / compound no.,17,18,19,20,21,22,23,24
Pf growth 48h,-5%,0%,2.9µM*,-3%,5%,?,?,6%
HCV inh,0%,5%,12%,-4%,6%,?,-2%,?
Pf growth 96h,-9%,7%,5.2µM*,nt,0%,nt,2%,9%[5.75 µM]
Shiga inhibitor,3,26,41*,-7,13,-10,nt,78
LmPK inh,-1%,1%,-5%,3%,-6%,0%,nt,-1%
Tb PYK inh,-2%,-1%,?,1%,-4%,-2%,-17%,3%
Cycloheximide cs,-7,10,20,-3,-3,-1,nt,24*

25. COc1ccc2[nH]c(=O)c(CN(c3ccccc3)S(=O)(=O)c3ccccc3)cc2c1
26. Cc1ccccc1Nc1nc(NCc2ccco2)c2ccccc2n1
27. COc1ccc(CCNC(=O)C(Sc2ccccn2)c2ccccc2)cc1OC (stereo unspecified)
28. O=C(N=C1SC2CS(=O)(=O)CC2N1c1cccc(Cl)c1Cl)C1CC1 (stereo unspecified)
29. O=C(CCc1cnccn1)NC1CCCc2c1cnn2-c1ccc(F)cc1F (stereo unspecified)
30. CC(=O)NCCC(Cc1ccccc1)c1ccco1 (stereo unspecified)
31. COc1ccc(-c2nsc3c(N4CCCCC4C)ncnc23)cc1 (stereo unspecified)
32. CCC(C)NC(=O)CSc1ccc(S(=O)(=O)N2CCN(Cc3ccccc3)CC2)cn1 (stereo unspecified)
Screen / compound no.,25,26,27,28,29,30,31,32
Pf growth 48h,?,?,?,-15%,16%,-37%,-8%,?
HCV inh,-6%,?,?,12%,-8%,-15%,?,-29%
Pf growth 96h,?,5%,?,-10%,4%,16%,-13%,9.3µM*
Shiga inhibitor,7,49,19,9,-8,5,3,nt
LmPK inh,-2%,-1%,0%,0%,0%,1%,-7%,nt
Tb PYK inh,4%,0%,1%,4%,-10%,-11%,4%,0%
Cycloheximide cs,-3,19*,-2,-3,-2,9,14,nt

33. Cc1ccc(NC(=O)CCN2C(=O)NC3(CCCC3)C2=O)cc1S(=O)(=O)N1CCOCC1
34. Nc1nc(-c2ccco2)nn1S(=O)(=O)c1ccccc1
35. COc1ccc(CCNC(=O)c2ccccc2OCc2ccccc2)cc1
36. COc1cccc(Cn2nnc(C(=O)NCc3ccc4c(c3)OCO4)c2N)c1
37. O=C(c1ccc(F)cc1)N1CCN(C2CCC(c3ccccc3)CC2)CC1 (stereo unspecified)
38. CCCC(=O)Nc1ccccc1NC(=O)c1ccc(OC)cc1
39. CCOc1ccc(-c2csc(NC(=O)c3cccc(N4C(=O)CCC4=O)c3)n2)cc1
40. C[N+]1(CCN2C(=O)C3CC=C(Cl)CC3C2=O)CCOCC1 (stereo unspecified)
Screen / compound no.,33,34,35,36,37,38,39,40
Pf growth 48h,10%,-7%,?,17%,-23%,-3%,-10%,-5%
HCV inh,18%,13%,?,-26%,12%,8%,-9%,-4%
Pf growth 96h,14%,10%,?,?,42%[activator],-24%,3%,-3%
Shiga inhibitor,nt,28,15,6,-9,-17,8,-21
LmPK inh,nt,0%,2%,-2%,-4%,5%,-3%,5%
Tb PYK inh,-5%,8%,-3%,-3%,-2%,0%,-4%,-8%
Cycloheximide cs,nt,-3,-2,-2,-7,-1,-1,4

Whole records as entered above.
`O=C(c1ccc(F)cc1)N1CCN(C2CCC(c3ccccc3)CC2)CC1` (stereo unspecified) as listed: Pf growth 48h: -23%; HCV inh: 12%; Pf growth 96h: 42%[activator]; Shiga inhibitor: -9; LmPK inh: -4%; Tb PYK inh: -2%; Cycloheximide cs: -7
`COc1ccc(CCNC(=O)c2ccccc2OCc2ccccc2)cc1` as listed: Pf growth 48h: ?; HCV inh: ?; Pf growth 96h: ?; Shiga inhibitor: 15; LmPK inh: 2%; Tb PYK inh: -3%; Cycloheximide cs: -2
`Cc1ccc(NC(=O)CCN2C(=O)NC3(CCCC3)C2=O)cc1S(=O)(=O)N1CCOCC1` as listed: Pf growth 48h: 10%; HCV inh: 18%; Pf growth 96h: 14%; Shiga inhibitor: nt; LmPK inh: nt; Tb PYK inh: -5%; Cycloheximide cs: nt

(next part)
41. CCN(Cc1ccc(OC)c(F)c1)C(=O)c1cc2ccccc2o1
42. N#Cc1c(NC(=O)CCN2C(=O)c3ccccc3C2=O)oc(-c2ccccc2)c1-c1ccccc1
43. Cc1c(C2C(C#N)=C(N)N(c3cccc([N+](=O)[O-])c3)C3=C2C(=O)CCC3)cnn1C (stereo unspecified)
44. O=C(CSc1ccc(-c2ccccn2)nn1)c1ccc([N+](=O)[O-])cc1
45. COC(=O)CSc1nnnn1-c1cccc2ccccc12
46. COC(=O)CCCC(=O)NCC1(N(C)Cc2ccccc2)Cc2ccccc2C1
47. O=C(N/N=C/c1ccncc1)c1ccc(COc2cccc3cccnc23)cc1
48. CCS(=O)(=O)NCc1csc(C)n1
Screen / compound no.,41,42,43,44,45,46,47,48
Pf growth 48h,-10%,2%,10%,10%,10%,1%,8.3µM*,6%
HCV inh,-15%,-27%,nt,?,9%,3%,-9%,-9%
Pf growth 96h,-17%,24%,-19%,3%,0%,?,?,-29%
Shiga inhibitor,9,1,3,69,-5,-5,30,-6
LmPK inh,-3%,-2%,2%,4%,5%,-1%,5%,5%
Tb PYK inh,2%,-6%,nt,-3%,-1%,2%,1%,10%
Cycloheximide cs,18*,-3,-5,4,-1,1,12,-1

49. CCC(C)(C)C1CCC2(CC1)NC(=O)N(CC(=O)NCCOc1ccccc1)C2=O (stereo unspecified)
50. O=c1c2ccccc2nc(CNCC2CCCO2)n1-c1ccc(F)cc1 (stereo unspecified)
51. O=C(Nc1ccc(-c2nnc(-c3ccccc3)o2)cc1)C1CCCO1 (stereo unspecified)
52. Cc1cc(C)n(-c2cccc(C(=O)O)c2)n1
53. COc1cc(OC)c(-n2cc(-c3ccc(Cl)cc3)[nH]c2=O)cc1Cl
54. Clc1ccccc1N/N=C/c1ccc2c(c1)OCO2
55. CCOC(=O)c1sc2nc(C)nc(NCCc3ccc(S(N)(=O)=O)cc3)c2c1C
Screen / compound no.,49,50,51,52,53,54,55
Pf growth 48h,?,-8%,124%[activator],15%,10%,200%[activator],6%
HCV inh,-4%,-3%,-24%,24%,6%,-6%,?
Pf growth 96h,?,9%,nt,?,56%[activator],405%[activator],20%
Shiga inhibitor,nt,2,93*,-8,-14,115*,10
LmPK inh,nt,2%,-15%,2%,4%,?,2%
Tb PYK inh,2%,-1%,-4%,-1%,1%,-17%,0%
Cycloheximide cs,nt,-1,39*,-3,1,76*,-4

Sorted by number of heavy atoms (descending): part of the list above
49. CCC(C)(C)C1CCC2(CC1)NC(=O)N(CC(=O)NCCOc1ccccc1)C2=O (stereo unspecified)
55. CCOC(=O)c1sc2nc(C)nc(NCCc3ccc(S(N)(=O)=O)cc3)c2c1C
51. O=C(Nc1ccc(-c2nnc(-c3ccccc3)o2)cc1)C1CCCO1 (stereo unspecified)
Screen / compound no.,49,55,51
Pf growth 48h,?,6%,124%[activator]
HCV inh,-4%,?,-24%
Pf growth 96h,?,20%,nt
Shiga inhibitor,nt,10,93*
LmPK inh,nt,2%,-15%
Tb PYK inh,2%,0%,-4%
Cycloheximide cs,nt,-4,39*
